From PubChem BioAssay
Cav3 T inh: Cav3.2 calcium influx blockers – cell-based, Fluo-4 calcium fluorescence, FDSS, MLSMR library, primary screen | AID 449739, 2010 | actives 4% (n = 100,000) | Cav3.2-expressing cells; active compounds read low | Voltage-dependent T-type calcium channel subunit alpha-1H (Homo sapiens), O95180 | B-score at 10 µM;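 active = single-dose well whose peak fluorescence ratio is a statistical outlier from its plate by either plate-standardised score or position-corrected B-score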
Target sequence (O95180 whole entry, looked up): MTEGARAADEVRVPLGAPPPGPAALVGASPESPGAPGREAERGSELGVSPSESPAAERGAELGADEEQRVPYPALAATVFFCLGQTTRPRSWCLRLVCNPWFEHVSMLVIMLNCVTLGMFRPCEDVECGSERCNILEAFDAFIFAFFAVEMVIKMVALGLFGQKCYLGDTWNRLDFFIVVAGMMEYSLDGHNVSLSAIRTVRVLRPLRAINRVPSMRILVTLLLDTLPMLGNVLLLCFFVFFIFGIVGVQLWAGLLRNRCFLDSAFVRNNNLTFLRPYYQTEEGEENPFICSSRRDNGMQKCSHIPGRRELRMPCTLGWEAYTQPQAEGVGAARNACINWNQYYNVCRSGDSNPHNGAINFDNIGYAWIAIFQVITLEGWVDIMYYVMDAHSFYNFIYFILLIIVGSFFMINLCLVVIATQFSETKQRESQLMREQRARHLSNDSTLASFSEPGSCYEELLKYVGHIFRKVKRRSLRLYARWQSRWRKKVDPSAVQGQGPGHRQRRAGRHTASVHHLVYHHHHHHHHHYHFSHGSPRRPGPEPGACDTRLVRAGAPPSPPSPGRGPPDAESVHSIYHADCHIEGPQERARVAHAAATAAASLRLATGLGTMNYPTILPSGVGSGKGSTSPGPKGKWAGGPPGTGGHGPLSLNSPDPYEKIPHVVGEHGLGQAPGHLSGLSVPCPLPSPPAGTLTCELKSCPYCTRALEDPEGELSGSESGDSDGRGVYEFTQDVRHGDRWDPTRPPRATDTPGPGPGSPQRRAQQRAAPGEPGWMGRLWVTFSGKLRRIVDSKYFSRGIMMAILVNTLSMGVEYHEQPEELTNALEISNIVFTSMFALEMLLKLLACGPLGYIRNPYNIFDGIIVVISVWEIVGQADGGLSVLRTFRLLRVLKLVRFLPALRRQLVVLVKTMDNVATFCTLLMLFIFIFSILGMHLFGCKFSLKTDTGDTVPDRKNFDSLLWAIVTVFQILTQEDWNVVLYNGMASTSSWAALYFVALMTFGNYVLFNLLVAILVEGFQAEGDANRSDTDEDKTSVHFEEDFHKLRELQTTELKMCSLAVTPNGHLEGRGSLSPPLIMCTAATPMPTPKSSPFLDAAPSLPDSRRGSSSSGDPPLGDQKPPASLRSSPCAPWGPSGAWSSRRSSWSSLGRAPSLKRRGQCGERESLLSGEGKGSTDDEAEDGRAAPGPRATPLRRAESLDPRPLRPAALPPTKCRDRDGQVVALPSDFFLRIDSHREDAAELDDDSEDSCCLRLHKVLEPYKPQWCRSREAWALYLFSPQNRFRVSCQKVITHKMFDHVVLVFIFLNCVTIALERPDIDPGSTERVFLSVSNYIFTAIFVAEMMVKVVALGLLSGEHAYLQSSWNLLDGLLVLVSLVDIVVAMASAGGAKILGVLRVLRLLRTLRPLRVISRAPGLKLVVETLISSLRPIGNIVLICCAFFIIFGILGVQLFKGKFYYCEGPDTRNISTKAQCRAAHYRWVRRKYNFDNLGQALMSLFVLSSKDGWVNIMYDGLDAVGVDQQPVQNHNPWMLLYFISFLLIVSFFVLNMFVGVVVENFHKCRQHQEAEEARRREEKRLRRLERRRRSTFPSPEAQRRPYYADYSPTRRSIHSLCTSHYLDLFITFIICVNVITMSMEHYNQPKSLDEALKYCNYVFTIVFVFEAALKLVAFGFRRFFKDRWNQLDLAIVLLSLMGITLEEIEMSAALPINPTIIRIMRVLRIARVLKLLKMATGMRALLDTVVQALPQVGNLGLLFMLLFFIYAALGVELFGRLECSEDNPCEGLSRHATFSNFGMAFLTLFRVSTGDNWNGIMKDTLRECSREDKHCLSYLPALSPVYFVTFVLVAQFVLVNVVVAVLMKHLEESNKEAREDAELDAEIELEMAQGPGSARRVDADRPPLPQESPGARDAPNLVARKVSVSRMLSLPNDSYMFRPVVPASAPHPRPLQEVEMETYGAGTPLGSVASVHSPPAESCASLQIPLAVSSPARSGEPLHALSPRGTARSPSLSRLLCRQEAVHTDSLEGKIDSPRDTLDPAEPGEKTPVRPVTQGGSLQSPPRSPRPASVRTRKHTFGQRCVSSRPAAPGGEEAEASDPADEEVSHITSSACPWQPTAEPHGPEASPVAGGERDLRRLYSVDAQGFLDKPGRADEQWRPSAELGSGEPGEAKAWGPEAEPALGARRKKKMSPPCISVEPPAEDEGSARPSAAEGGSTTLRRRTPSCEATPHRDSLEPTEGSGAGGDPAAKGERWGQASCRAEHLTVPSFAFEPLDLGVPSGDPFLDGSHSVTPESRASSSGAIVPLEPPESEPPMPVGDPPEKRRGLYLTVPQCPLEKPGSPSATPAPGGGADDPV
* marks the source's active call; other numbers are inactive results.

No.	structure	Cav3 T inh
1	CCOc1cc2[nH]c(=O)n(CCC(=O)NCc3ccc(OC)cc3)c(=O)c2cc1OCC	-0.24
2	COC(=O)CS(=O)(=O)c1cc(Br)cc2c1N(C(C)=O)CC2	1.4
3	CCc1ccc(C2CC(c3ccc(Cl)cc3)=NNC2=O)cc1 (configuration not stated)	-2
4	Cc1c(NC(=O)Nc2ccc(Cl)c(Cl)c2)c(=O)n(-c2ccccc2)n1C	0.22
5	CCOc1ccc(S(=O)(=O)NCCSc2ccccc2)cc1	-2.4
6	CCCc1nc2ccccc2c(C(=O)OCC(=O)NCc2ccco2)c1CC	-2
7	CCNC(=O)CCS(=O)(=O)c1ccc2ccccc2c1	0.51
8	CCC(=O)c1ccc(OCC(=O)Nc2nn3cnnc3s2)cc1	-0.23
9	CCOC(=O)N1CCC(NS(=O)(=O)c2cc3c(cc2Cl)NC(=O)CO3)CC1	0.26
10	COC(=O)c1ccc(NC(=O)CN2C(=O)CCC2=O)cc1	0.39
11	CCCCCCC(=O)Nc1nc(C)c(-c2csc(Nc3cc(Cl)ccc3C)n2)s1	-0.75
12	CCOC(=O)c1c(-n2c(C)cc(C=O)c2C)sc2c1CCCC2	-3
13	CCCCN(CCCC)S(=O)(=O)c1ccc(C(=O)Nc2nnc(CSC)o2)cc1	-3.1*
14	Cc1ccc(-n2ncc3c(=O)[nH]c(SC(C)C)nc32)cc1	-0.63
15	COC(=O)C1(Cc2ccccc2)NC(c2ccc(F)cc2)C2C(=O)N(C)C(=O)C21 (configuration not stated)	1.2
16	CN1CCc2c(sc3c2c(=O)n(-c2ccc(Cl)cc2)c2nncn32)C1	2
17	CCOC(=O)NC(C(F)(F)F)(C(F)(F)F)P(=O)(c1ccccc1)c1ccccc1	-0.13
18	COc1ccc(C(=O)Oc2c(CN3CCOCC3)cc(Cl)c3cccnc23)cc1	-3.3
19	CCO[C@@H]1OC(C(=O)N2CCN(C)CC2)=C[C@H](C(C)(C)C)[C@H]1CCCO	0.59
20	Cc1ccc(O)c(-c2cc(C(F)(F)C(F)F)[nH]n2)c1	-2.6
21	CCc1nc(N2CCN(C(=O)c3ccco3)CC2)c2c3c(sc2n1)CCCC3	-2.3
22	COc1ccc(S(=O)(=O)N(C)CC(=O)Nc2ccc3c(c2)OCCO3)cc1OC	-0.083
23	Cc1cc2nnc(SCC(=O)N3C(C)CCCC3C)n2c(N)n1 (configuration not stated)	0.023
24	CN(C)S(=O)(=O)c1ccc(C(=O)N(c2ccccn2)c2ccccn2)cc1	-0.085
25	CCOc1ccc(=O)n(-c2ccccc2)n1	0.26
26	O=C(COc1ccc(Cl)cc1)OCC(=O)N1CCCC1	0.7
27	CCCn1nc(Oc2nc(NCC)nc(NC(C)C)n2)ccc1=O	0.88
28	O=C(NC1CCCC1)C1CCC(=O)N1CCc1ccccc1 (configuration not stated)	0.23
29	CC(C)(C)c1ccc(C(=O)N2CCN(c3nc4ccccc4o3)CC2)cc1	-3.9
30	COc1ccc(NC(=O)Cn2c(=O)n(Cc3ccco3)c(=O)c3ccccc32)cc1	0.078

Records listed above that bear a hit mark in Cav3 T inh.
No.	structure	Cav3 T inh
13	CCCCN(CCCC)S(=O)(=O)c1ccc(C(=O)Nc2nnc(CSC)o2)cc1	-3.1*

New compounds follow
No.	structure	Cav3 T inh
31	COc1cc(NC(=O)Cn2nc(C(F)(F)F)c3c2CCCC3)cc(OC)c1OC	-3.6
32	Cc1cnc(-c2nnc(N(C)C(=O)c3cccnc3)s2)cn1	0.033
33	COc1ccc(NC(=O)CSc2nc3c(c(=O)n2-c2ccc(F)cc2)SCC3)cc1	0.63
34	c1ccc(-n2c(Sc3cnccn3)nnc2-c2cccs2)cc1	-0.89
35	CCOC(=O)CSc1nnc(CSc2nc3ccccc3s2)n1C	0.54
36	CCOC(=O)c1c(N)n[nH]c1-c1ccc(OC)cc1	1.2
37	CC1=C(C(=O)N(C)C)C(c2cccc(Cl)c2)NC(=O)N1 (configuration not stated)	0.42
38	COC(=O)C1=CN(C)C=C(C(=O)OC)C1c1ccc(Cl)cc1Cl	-0.3
39	COc1ccc(C2C(C(=O)NCCN(C)C)c3cc(OC)c(OC)cc3C(=O)N2C)cc1OC (configuration not stated)	0.2
40	COC(=O)C1N[C@@H]([C@@H](NC(=O)COc2ccccc2)C(=O)NCc2ccccc2)SC1(C)C (some centres not stated)	0.96
41	Cc1ccc(/C=N\Nc2cn[nH]c(=O)c2Cl)cc1	-5.3*
42	O=C1CSc2ccc(C(=O)N3CCN(c4ccccn4)CC3)cc2N1	0.39
43	COc1cccc(N2C(=O)C3CCCN3C2c2ccc(Cl)cc2)c1 (configuration not stated)	-1
44	CCCCN(Cc1ccco1)C(=O)c1cc2c(=O)[nH]c3ccc(C)cc3c2s1	-0.18
45	COc1ccccc1NC(=O)CCN1CCN(Cc2ccccc2)CC1	1.4
46	Cc1ccn2cc(CCNS(=O)(=O)c3ccc(F)c(C(F)(F)F)c3)nc2c1	0.03
47	CCOC(=O)C(O)(CCC(O)(C(=O)OCC)C(=O)OCC)C(=O)OCC	0.88
48	c1ccc(OCCn2c(-c3ccco3)nc3ccccc32)cc1	-3
49	Cn1c(SCC(=O)OCC(=O)c2ccccc2)nnc1-c1cccs1	0.78
50	O=C(Nc1ccsc1C(=O)NC1CCCCC1)c1ccccc1	-0.074
51	C/C(=N\Nc1cc(Cl)nc(C)n1)c1ccc(C)cc1	-1.5
52	CCOc1cccc2cc(C(=O)NCc3cccnc3)c(=O)oc12	-0.47
53	CC1CN(c2ccc(Oc3ccccc3)cc2)c2nc3c(c(=O)n(CC(N)=O)c(=O)n3C)n2C1 (configuration not stated)	0.52
54	Cc1ccc(C2CC(c3ccc(Cl)cc3)n3nc(N)nc3N2)cc1 (configuration not stated)	0.14
55	CCCCOc1ccc(-c2ncc(C(=O)O)c(C)n2)cc1	-0.089
56	CC(C)(C)NC(=O)Cn1c(=O)oc2ccc(Cl)cc21	0.39
57	O=C1OC(Nc2nccs2)c2ccccc21 (configuration not stated)	0.3
58	CCN(CC)C(=O)CN(Cc1ccccc1)S(=O)(=O)c1ccc(F)cc1	-1.2
59	CCOC(=O)CCCNC(=O)c1cncc(Br)c1	0.61
60	N#Cc1ccsc1NC(=O)c1ccccn1	0.34
61	O=C(c1ccccc1)N1CCN2C(=O)c3ccccc3C12c1ccc(Cl)cc1 (configuration not stated)	-8.4*
62	Cc1cc(C)nc(NC(=NCCc2c[nH]c3ccccc23)NC(=O)c2ccco2)n1	0.11
63	CCN(CC)C(=O)CSc1nc2sc3c(c2c(=O)n1-c1ccc(C)cc1)CC(C)(C)SC3	-1.3
64	N#Cc1ccc(CSc2nnc(-c3cccnc3)n2-c2ccccc2)cc1	1.9
65	COc1ccc(CN2CCC(C(=O)NCCc3ccc(OC)c(OC)c3)CC2)c(OC)c1	0.77
66	CCOc1cc(N2CCOCC2)c(OCC)cc1NC(=O)CN1C(=O)NC(Cc2ccccc2)C1=O (configuration not stated)	0.25
67	COc1cc(NS(=O)(=O)c2ccc(NC(=O)COc3ccc(C)cc3C)cc2)nc(OC)n1	0.87
68	CCO[C@H]1OC(C(=O)N2CCN(C)CC2)=C[C@@H](c2ccc(C(F)(F)F)cc2)[C@@H]1CCCO	0.57
69	C=CCN1C=C2C(=O)C(C)(OC(=O)CCC(=O)OC)C(=O)C=C2C=C1C1CC1 (configuration not stated)	1.3
70	c1cncc(-c2cccnc2)c1	0.11
71	COc1ccc(N(CC(=O)Nc2cccc(C(C)=O)c2)S(C)(=O)=O)cc1OC	0.52
72	Cc1sc2ncnc(NCc3cccs3)c2c1C	-0.051
73	COc1ccc2cc(C#N)c(SCC(=O)N3CCCC3)nc2c1	1.4
74	O=C(c1cccnc1)N1CCN(S(=O)(=O)c2ccc(Cl)cc2)CC1	-0.5
75	CCc1ccc(NC(=O)C(=O)NCCN2CCN(C(=O)c3ccco3)CC2)cc1	1.6
76	Cc1nc2sc(C(c3cccc(F)c3)N3CCOCC3)c(O)n2n1 (configuration not stated)	-0.074
77	CC1Cc2ccccc2N1C(=O)Cc1cccs1 (configuration not stated)	-0.66
78	CCOC(=O)c1[nH]c2ccccc2c1NC(=O)C(CC)CC	0.43
79	Cc1ccc(-n2c(SCC(=O)Nc3ccc4cn[nH]c4c3)nnc2-c2ccco2)cc1	-0.26
80	O=C(O)COc1ccc(C(=O)Cc2ccc3c(c2)OCCCO3)c(O)c1	0.056
81	CCOc1ccc2c(c1)-c1c(ssc1=S)C(C)(C)N2	-2.4
82	O=C(NCc1ccc2c(c1)OCO2)c1ccc(N2CCCC2=O)cc1	0.053
83	COC(=O)c1c[nH]n2c(=O)c(Cc3ccc(F)cc3Cl)c(C)nc12	-2
84	COc1ccccc1NS(=O)(=O)c1cc([N+](=O)[O-])ccc1N/N=C/c1c[nH]c2ccccc12	0.4
85	Cn1nnnc1SCc1ccc(C(=O)Nc2ccccc2F)cc1	0.96
86	Cn1c(=O)[nH]c(=O)c2c1nc(SCCN1CCCCC1)n2Cc1ccccc1	0.098
87	CC1=C(C#N)C(C)C2=C(CC(C)(C)CC2=O)N1 (configuration not stated)	0.94
88	COc1cccc(OC)c1C(=O)N1CCN(Cc2ccccc2C(F)(F)F)CC1	-2.6
89	COc1ccc(Cn2nnnc2C(c2cccs2)N2CCN(c3ccc([N+](=O)[O-])cc3)CC2)cc1 (configuration not stated)	-1.6
90	Cc1ccc(S(=O)(=O)c2c(N)n(CCCO)c3nc4ccccc4nc23)cc1	0.21

Next part.
No.	structure	Cav3 T inh
91	COC(=O)Cn1cc(C(=O)c2cccs2)c2ccccc21	-1.4
92	CCOc1ccc(NC(=O)CCNS(=O)(=O)c2ccc(Br)s2)cc1	-0.0032
93	Cc1nn(C)c(C)c1NC(=O)c1ccc(S(=O)(=O)N(C)C)cc1	1.3
94	CCOC(=O)c1nc(Nc2ccc(C(=O)O)cc2)c2ccccc2n1	0.0015
95	O=C(NC1=NCCS1)c1ccc(-c2ccc(Cl)cc2)o1	-0.45
96	Cc1nc2ccccc2c(=O)n1/N=C/c1ccccc1	-0.58
97	C=CCn1c(SCC(=O)c2ccc(Br)cc2)nnc1C(CC(C)C)NC(=O)c1cccs1 (configuration not stated)	-1.2
98	CCc1ccc2c(c1)c1nc(C)sc1n2CC(=O)OC	0.55
99	O=C(COc1ccc(Cl)cc1Cl)Nc1ccc(Cl)cn1	1.3
100	COc1cc(CCC(O)CC(=O)CCc2ccccc2)ccc1O (configuration not stated)	-0.17
101	O=C1COc2ccc(C(=O)CSc3nnnn3-c3ccccc3)cc2N1	-0.59
102	Cc1cc(NCc2ccco2)nc2cc(O)ccc12	-0.069
103	COC(=O)c1[nH]c2ccccc2c1NS(=O)(=O)c1ccc(OC)cc1OC	0.86
104	Cc1ccnc(NCn2nnc3ccccc32)c1	-0.47
105	CCn1ncc(Br)c1C(=O)Nc1ccccc1C(=O)OC	-1.8
106	O=C(NCCCO)C12CC3CC(CC(C3)C1)C2	-1.2
107	CC1CCN(CC(=O)Nc2ccccc2C#N)CC1	0.37
108	O=C(NC1CCCCC1)C1CCCN1C(=O)NCc1ccccc1 (configuration not stated)	0.39
109	CC(=O)OC[C@H]1O[C@@H](n2ncc(=O)[nH]c2=O)[C@H](OC(C)=O)[C@@H]1OC(C)=O	-0.23
110	Cc1cc(C)n(-c2nc(NCC3CCCO3)c3c4c(sc3n2)COC(C)(C)C4)n1 (configuration not stated)	1.9
111	CC(NS(=O)(=O)c1ccc(OCC(=O)N2CCOCC2)c(Cl)c1)c1ccccc1 (configuration not stated)	0.8
112	CNC(=O)c1c(O)c2cccc3c2n(c1=O)CC3	-0.58
113	Cc1cc(NC(=O)c2ccc(NC(=O)CC(C)C)cc2)no1	0.85
114	O=C(Cn1c(=O)n(CCC(=O)N2CCc3ccccc3C2)c(=O)c2ccccc21)NCC1CCCO1 (configuration not stated)	2.7
115	O=C(CCN1C(=O)S/C(=C\c2ccccc2)C1=O)N1CCOCC1	1.8
116	Cc1ccccc1Cn1c(=N)n(CC(=O)c2ccco2)c2ccccc21	-4.2*
117	CCOC(=O)C1CCN(c2c(N3CCN(c4ccccc4OC)CC3)c(=O)c2=O)CC1	0.5
118	O=C1Nc2ccc([N+](=O)[O-])cc2C1(O)N1CCCCC1 (configuration not stated)	0.53
119	CCOC(=O)C(C)Sc1nnc(-c2ccccc2O)n1-c1ccc(C)cc1 (configuration not stated)	-4.6
120	N#Cc1cc2c(nc1SCC(=O)Nc1nccs1)CCCCC2	-0.27

Six structures out of the list, sorted by formula weight, smallest number first:
No.	structure	Cav3 T inh
104	Cc1ccnc(NCn2nnc3ccccc32)c1	-0.47
96	Cc1nc2ccccc2c(=O)n1/N=C/c1ccccc1	-0.58
118	O=C1Nc2ccc([N+](=O)[O-])cc2C1(O)N1CCCCC1 (configuration not stated)	0.53
113	Cc1cc(NC(=O)c2ccc(NC(=O)CC(C)C)cc2)no1	0.85
101	O=C1COc2ccc(C(=O)CSc3nnnn3-c3ccccc3)cc2N1	-0.59
114	O=C(Cn1c(=O)n(CCC(=O)N2CCc3ccccc3C2)c(=O)c2ccccc21)NCC1CCCO1 (configuration not stated)	2.7

The list continues:
No.	structure	Cav3 T inh
121	CCN(CC(=O)Nc1ccccc1OC)C(=O)Cn1cnc2ccccc2c1=O	1.5
122	O=C(CSc1nnc(CNc2cccc(Cl)c2)o1)OC1CCCCC1	-3.3
123	O=C(CCn1c(=S)[nH]c2ccccc2c1=O)NCC1CCCO1 (configuration not stated)	-4.5*
124	CCOC(=O)c1cc(CC)sc1NC(=O)c1ccc(N2CCOCC2)c([N+](=O)[O-])c1	1.1
125	COc1ccccc1OCc1nnc(SCC(=O)N2CCCCC2)n1-c1ccccc1	1.2
126	COc1cc(NC(=O)c2cc3cccc(OC)c3o2)cc(C(=O)Nc2cccc(C(F)(F)F)c2)c1	-1.8
127	CCCn1nc(NS(=O)(=O)c2ccccc2)c2cc3ccccc3nc21	-0.16
128	Cc1ccccc1OCc1nnc(SCC(=O)N2c3ccccc3Sc3ccc(Cl)cc32)o1	-2.5
129	CC1CCC(NC(=O)c2ccc3nc[nH]c3c2)CC1 (configuration not stated)	-0.23

An excerpt; the hit share may differ from the screen's.
